ROC1-CUL1 inh: blocks human RBX1-Cullin-1 di-ubiquitin formation. P62877+Q13616. inhibition, % at 10 µM. actives 0.6% (n = 140,000). AID 1347404. in vitro K48 di-Ub FRET, acceptor:donor ratio, 45 min; in the data active = inhibition above about 25%
Target sequence (P62877 whole entry, looked up): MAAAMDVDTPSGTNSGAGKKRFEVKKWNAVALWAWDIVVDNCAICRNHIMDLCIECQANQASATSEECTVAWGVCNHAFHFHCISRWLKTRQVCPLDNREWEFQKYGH
Target sequence (Q13616 whole entry, looked up): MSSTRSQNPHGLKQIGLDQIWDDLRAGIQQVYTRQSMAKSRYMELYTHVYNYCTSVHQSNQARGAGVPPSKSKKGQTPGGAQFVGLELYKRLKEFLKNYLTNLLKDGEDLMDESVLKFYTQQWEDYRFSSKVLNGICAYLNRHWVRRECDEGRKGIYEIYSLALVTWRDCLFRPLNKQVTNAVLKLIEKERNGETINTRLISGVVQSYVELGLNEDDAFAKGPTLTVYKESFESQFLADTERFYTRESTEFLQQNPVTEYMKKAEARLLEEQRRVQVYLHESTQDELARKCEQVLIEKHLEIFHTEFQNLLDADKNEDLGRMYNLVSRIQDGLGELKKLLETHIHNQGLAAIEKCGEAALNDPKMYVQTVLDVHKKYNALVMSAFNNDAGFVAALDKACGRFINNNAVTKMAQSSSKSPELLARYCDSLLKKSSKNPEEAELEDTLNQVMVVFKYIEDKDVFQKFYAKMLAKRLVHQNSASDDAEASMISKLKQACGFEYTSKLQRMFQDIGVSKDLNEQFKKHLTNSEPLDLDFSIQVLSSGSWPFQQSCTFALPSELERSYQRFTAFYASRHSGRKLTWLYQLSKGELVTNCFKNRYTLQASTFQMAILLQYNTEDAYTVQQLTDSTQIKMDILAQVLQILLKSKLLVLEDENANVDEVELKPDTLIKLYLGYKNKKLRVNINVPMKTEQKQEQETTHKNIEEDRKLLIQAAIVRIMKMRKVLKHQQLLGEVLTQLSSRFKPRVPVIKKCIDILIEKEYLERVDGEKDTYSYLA
Numbers without * were called inactive; & = joins results of further samples. Some of the compounds tested; rates above refer to the full screens.

SMILES	ROC1-CUL1 inh
COc1ccc(-n2c(SCc3ccccc3F)nc3c([nH]c4ccccc43)c2=O)cc1OC	-5
CCN(CC)C(=O)CSc1nnnn1-c1c(C)cccc1C	6
COc1cccc2cc(C(N)=O)c(=Nc3ccc(O)cc3)oc12	0
Cc1ccc(C)c(N2CCN(C(=O)NCc3noc4ccccc34)CC2)c1	1
COc1cc(C(=O)NCC(c2cccnc2)N2CCc3ccccc3C2)cc(OC)c1OC (stereo unspecified)	-10
CCOC(=O)c1cc2sc3ccccc3c2s1	-5
COCCn1c(=N)c(C(=O)NC2CCCC2)cc2c(=O)n3cc(C)ccc3nc21	7
Cc1ccc(C)c(Cn2c(=O)n(Cc3ccccc3)c(=O)c3sc4ccccc4c32)c1	12
CN1CC=C2C(C#N)C(=N)C(C#N)(C#N)C(c3ccc(-c4ccccc4)cc3)C2C1 (stereo unspecified)	-3
Cc1ccc(SCc2nc3ccccn3c2Br)cc1	6
CCOC(=O)c1cc(NCc2ccc(Oc3ccccc3)cc2)c2c(Cl)cc(Cl)cc2n1	-9
COc1ccc(Cl)cc1Nc1cc(C)c2ccccc2n1	9
CC(NC(=O)c1sc2nc(N)c(C#N)cc2c1N)C12CC3CC(CC(C3)C1)C2 (stereo unspecified)	5
COc1cc(C(=O)NC(=S)Nc2ccc(-c3nc4ccccc4s3)cc2)cc(OC)c1OC	0
CCC1C(N2CCC(C(=O)NCCc3ccc(Cl)cc3)CC2)NS(=O)(=O)C1c1ccc(C)cc1 (stereo unspecified)	-16
CCc1ccc(S(=O)(=O)N2CCN(C(=O)C3CCCC3)CC2)cc1	9
CCN1C(=O)CC(CC(=O)N(C)Cc2cccc3ncccc23)(c2cccc(C(F)(F)F)c2)C1=O (stereo unspecified)	-8
Cc1ccc(-c2nc(SCC(=O)NCC3CCCO3)c3c(=O)n(C)c(=O)n(C)c3n2)cc1 (stereo unspecified)	-8
Cc1cc(Nc2cccc(C(F)(F)F)c2)c2ccccc2n1	0
COC(=O)Nc1sc(C(=O)OC)c(C)c1C(=O)OC	-7
COc1ccc(-c2nc3scc(CCNS(=O)(=O)c4ccc(Oc5ccccc5)cc4)n3n2)cc1	3
Cc1ccc(C2OC3(C(=O)c4ccccc4C3=O)C3C(=O)N(c4cccc(C(F)(F)F)c4)C(=O)C23)cc1 (stereo unspecified)	-6
Nc1c(C(=O)Nc2ccc(F)cc2F)sc2nc3c(c(C(F)(F)F)c12)CCCCC3	10
COc1ccc(C[C@@H]2N[C@@H]3CCC[C@H]3c3c2[nH]c2ccc(C)cc32)cc1OC	4
COc1ccc(NS(=O)(=O)c2cnc(N)nc2)cc1Cl	-5
COc1cccc(-n2cc(C(=O)NCc3cccc(Cl)c3)c3ccccc3c2=O)c1	-6
O=C(Cn1cnc2cc(Cl)ccc2c1=O)c1cccc2ccccc12	4
On1nnc2ccc3ccccc3c21	6
CN(Cc1cn[nH]c1-c1ccc2c(c1)OCO2)C1CCCc2ccccc21 (stereo unspecified)	2
O=C1c2ccccc2C(=O)c2c(C#Cc3ccccc3)cccc21	0
CCCOc1ccc(CNC(=O)c2ccc(-n3c(C)cc4c3CCC(C)C4)cc2)cc1 (stereo unspecified)	2
O=C(Nc1ccc2c(c1)CN(S(=O)(=O)c1ccsc1)CC2)C1CCCO1 (stereo unspecified)	7
COc1cc(C(=O)NCc2ccccc2Cl)cc(OC)c1OC	-1
CCCCN(C)C(=O)Cn1cnc2sc(C)c(S(=O)(=O)N3CCC(C)CC3)c2c1=O	-2
Cc1c(CNCC2(O)CCCN(Cc3ccc(F)c(F)c3)C2=O)cnn1C (stereo unspecified)	5
NC(=O)CCN1CCN(CCC(N)=O)CC1	5
O=C(NCc1cccnc1)c1ccc(N2CCC(NCCc3ccccc3C(F)(F)F)CC2)cc1	1
COc1ccc(-c2cn3c4c(=O)n(C)c(=O)n(C)c4nc3n2-c2cccc(C)c2)cc1	-4
CCOC(=O)C1(Cc2cccc(Cl)c2)CCCN(C(=O)c2ccc[n+]([O-])c2)C1 (stereo unspecified)	5
CC(C)NS(=O)(=O)Cc1ccc(Cl)cc1Cl	-8
CC(=O)O[C@H]1CC(=O)N(Cc2ccccc2)[C@@H]1c1cc(C)ccc1O	7
Cc1ccccc1NC(=O)c1ccccc1NC(=O)c1ccccc1F	-4
Cc1cccc(NC(=O)c2sc3nc(N4CCOCC4)c4c(c3c2N)CC(C)(C)OC4)c1	2
Cc1ccc(OCc2nc3ccccc3n2CC(C)C)cc1	16
CC(C)C(=O)NC(=S)Nc1sc2c(c1C#N)CCCC2	2
O=S(=O)(c1cccc(C(F)(F)F)c1)N1CCC(Oc2ccc(-n3cnnn3)cc2)CC1	-2
C=CCOc1ccc(/C=N/NC(=O)CN(c2cc(C(F)(F)F)ccc2Cl)S(C)(=O)=O)cc1OCC	-2
Cc1ccc2oc(=O)c3cc(C(=O)N(Cc4ccccc4)C(C)C)sc3c2c1	-7
CC(CC(=O)c1cccc([N+](=O)[O-])c1)C(=O)O (stereo unspecified)	0
CCc1ccc(OCC(=O)Nc2ccc3c(c2)oc2ccccc23)cc1	1
Cc1ccc(Cn2c(C)c3cnn(CC(=O)NCCc4ccc(Cl)cc4)c(=O)c3c2C)cc1	1
O=C(/C=C/c1ccc2c(c1)OCO2)Sc1ccc(Cl)cc1	0
COc1cc(C(=O)NNC(=O)C2CC=CCC2C(=O)O)cc(OC)c1OC (stereo unspecified)	-8
Cc1ccc(C)c(CN2C(=O)c3ccccc3S(=O)c3ccc(C(=O)NCc4ccccc4Cl)cc32)c1 (stereo unspecified)	-6
Cc1cccn2c(=O)c3cc(C(=O)NCc4ccccc4)c(=N)n(CCOCCO)c3nc12	-3
CCN(C(=O)c1ccccc1)c1ccccc1C(=O)O	2
CCSc1ncc(Cl)c(C(=O)Nc2ccc(S(=O)(=O)Nc3nccc(C)n3)cc2)n1	-10
Cc1ccc(-c2cc(C(=O)NCCc3ccccc3)c3ccccc3n2)s1	0
CN(C)c1ccc(CN(CC2CCCO2)C(=O)COc2ccc(Cl)cc2)cc1 (stereo unspecified)	7
O=S(=O)(c1ccc(Cl)cc1)c1nc(-c2ccco2)oc1SCc1ccc(F)cc1	-13

A different layout for 4 compounds above:
COc1ccc(-c2nc3scc(CCNS(=O)(=O)c4ccc(Oc5ccccc5)cc4)n3n2)cc1
  ROC1-CUL1 inh: 3
Cc1ccc(C2OC3(C(=O)c4ccccc4C3=O)C3C(=O)N(c4cccc(C(F)(F)F)c4)C(=O)C23)cc1 (stereo unspecified)
  ROC1-CUL1 inh: -6
Nc1c(C(=O)Nc2ccc(F)cc2F)sc2nc3c(c(C(F)(F)F)c12)CCCCC3
  ROC1-CUL1 inh: 10
COc1ccc(C[C@@H]2N[C@@H]3CCC[C@H]3c3c2[nH]c2ccc(C)cc32)cc1OC
  ROC1-CUL1 inh: 4

Additional structures
SMILES	ROC1-CUL1 inh
CCNC(=S)N1c2ccccc2N=C2CC(C)(C)CC(=O)C2C1c1ccc(OC)cc1 (stereo unspecified)	5
CC(=O)OCC12COC(=O)C1(C)C1CCC2O1 (stereo unspecified)	7
CCN(c1ccccc1)S(=O)(=O)c1nnc(NC(=O)c2ccccc2OC)s1	4
O=C(NCCOC(=O)c1ccc(C(=O)OCCNC(=O)c2ccccc2)o1)c1ccccc1	-5
COc1cc(/C=C2/C(C)=C(C#N)c3nc(N)c(C#N)c(C)c32)ccc1O	4
CCCOc1ccc(C(=O)NCC2OCCc3ccccc32)cc1OC (stereo unspecified)	6
CCc1ccc(-n2nc(C)c3c(C)cc(=O)n(CC(=O)NCc4ccc(C)cc4)c32)cc1	-11
Cc1ccc(Cl)cc1N1CCN(S(=O)(=O)N2CCCCC2)CC1	9
Cc1cc(C)n2nc(SCC(=O)Nc3cc(Cl)ccc3C)nc2n1	-3
COc1ccc(C(=O)Nc2cccc(-c3nc4ncccc4o3)c2)cc1Br	12
COc1cc(OC)cc(C(=O)NNS(=O)(=O)c2ccc(Cl)cc2)c1	6
CC1=C(C(=O)NC(C)c2cnc(N(C)C3CCCCC3)nc2C)OCCO1 (stereo unspecified)	8
COc1ccccc1C(=O)NCC(c1ccc(N(C)C)cc1)N1CCc2ccccc21 (stereo unspecified)	-19
CCc1ccc(CSc2nc(-c3ccccc3OC)nc3c2Cc2c(CO)cnc(C)c2O3)cc1	1
Cn1ccnc1Sc1ccc(NS(=O)O)cn1	9
N#Cc1ccc(-c2cccs2)nc1SCc1ccc(Br)cc1	-6&0
CCC(=O)N1CCc2cc(S(=O)(=O)Nc3cc(C)ccc3OC)ccc21	0
O=c1c(Cl)c(N2CCCCC2)cnn1-c1cccc(Cl)n1	7
Cc1ccc(C)c(N2CCN(S(=O)(=O)c3ccc(-c4cnc(C5CC5)o4)cc3)CC2)c1	1
Cc1c(C(=O)Oc2cccc3cccnc23)cccc1[N+](=O)[O-]	-15
COC(=O)Cc1ccc(NC(=S)NCCc2ccc(OC)cc2)cc1	0
Clc1ccc(-c2nnn3c2nc(N2CCCCC2)c2ccccc23)cc1	2
N#CN=C(SCc1ccccc1)SCN1C(=O)CCC1=O	-1
COc1ccc(C2CC(c3cccs3)=NN2C(C)=O)cc1OC (stereo unspecified)	3
CCCSc1nc(-c2ccc(OC)cc2)nc2c1COC(C)(C)C2	0
CC1(C)Cc2ccccc2C(CSc2nc3ccccc3[nH]2)=N1	7
O=S(=O)(NCc1ccc(F)cc1)c1ccc2[nH]c3c(c2c1)CCCC3	1
COc1ccc(CNC(=O)Cn2ncc3c([nH]c4ccccc43)c2=O)cc1	4
CCc1nc(SC)ncc1C(=O)NCc1cccc(Br)c1	5
COC(=O)c1sc2cccc(F)c2c1S(=O)(=O)N1CCN(c2ccccc2OC)CC1	1
CCOC(=O)c1c(NC(=O)C2CCC2)sc2c1CCC(c1ccccc1)C2 (stereo unspecified)	8
COc1ccc(OC)c(N2CC(C(=O)N3CCN(c4ccccc4)CC3)CC2=O)c1 (stereo unspecified)	-1
Cc1cc(NC(=O)c2ccc(C)c(C)c2)no1	2
COc1cc(OC)c(C2C3=C(CC(C)(C)CC3=O)N(c3cc(C(F)(F)F)ccc3Cl)C(=N)C2C#N)c(OC)c1 (stereo unspecified)	3
CCOC(=O)c1nnn(CC(=O)NC(=O)Nc2ccc(F)cc2)c1C(=O)OCC	10
CCOc1ccc(C2N(c3ccccc3)N=C(C(C)=O)N2C(C)(C)C)cc1 (stereo unspecified)	-12
CNC(=S)NC(=O)c1cccc(C)c1	6
CC1=NN(c2ccccc2)C(N)C1N=Nc1cc(Cl)c(S(=O)(=O)O)cc1Cl (stereo unspecified)	7
COc1cc(CNCCCn2cccn2)ccc1OCC(O)CN1CCCC1 (stereo unspecified)	0
Cc1cccc(OCc2nc3ccccc3s2)c1C	15
COc1ccc(NC(=O)c2c(-c3ccccc3)c(-c3ccccc3)nn(C)c2=O)c(OC)c1	1
CCOc1ccc2c(c1)c(=O)c(S(=O)(=O)c1ccc(C)cc1)cn2Cc1ccccc1Cl	-4
COc1ccc(-c2c(C#N)c(SCC(=O)N3CCCCCC3)nc3c2C(=O)CC(C)(C)C3)cc1	5
CCCN(C(=O)Cn1c(=O)oc2cc(Cl)ccc21)c1ccc(C(C)C)cc1	1
CCN1C(C(=O)c2ccccc2)=C(OC(=O)COc2ccc(OC)cc2)c2ccccc2S1(=O)=O	10
CCOc1ccc(NC(=O)Cn2c(=O)n(CCc3ccccc3)c(=O)c3c4c(sc32)CN(C(C)=O)CC4)cc1	-1
COc1cccc(-c2nc3ncccc3c(=O)[nH]2)c1	5
CCCCN1C(=O)c2cccc3c(S(=O)(=O)NC4(C(=O)O)CCCCC4)ccc1c23	0
O=C(NNC(=O)c1cc2cc(Br)ccc2oc1=O)c1ccc(O)cc1O	44*
CCOc1ccc(CN2CCN(c3ncnc4sc5c(c34)CC(C)CC5)CC2)cc1 (stereo unspecified)	-1
CC(C)OC(=O)CN1C(=O)S/C(=C/c2ccc(N3CCCC3)c(F)c2)C1=O	7
CN(C(=O)c1ccc2c(c1)N(Cc1ccccc1F)C(=O)c1ccccc1S2(=O)=O)C1CCCCC1	-8
Cc1cccn2c(CN(C)C3CCOCC3)c(C(=O)N(C)CCc3ccccc3)nc12	6
CC1(C)CC2=C(CO1)C(=O)N(c1ccccc1)C(=N)C2C#N (stereo unspecified)	2
Cc1ccc(-c2cc(C(=O)N/N=C/c3cccnc3)c3ccccc3n2)cc1C	10
COc1cc(NC(=O)COc2ccc(Br)cc2)ccc1-c1cc2ccccc2oc1=O	-4
COc1cc(C2NC(=S)N=C(C)C2C(N)=O)ccc1OCC(C)C (stereo unspecified)	-10
O=c1cc(C(F)(F)F)c2c(=O)[nH][nH]c2[nH]1	3
CCCOc1ccc(-c2nonc2NC(=O)c2oc3ccc(Cl)cc3c2C)cc1OCCC	0
O=C1C(=O)N(Cc2ccccc2)C(=S)N1Cc1ccccc1	1
(continued)
SMILES	ROC1-CUL1 inh
COc1ccc(Cl)cc1NC(=O)Cn1ncc2c3ccccc3n(C)c2c1=O	-7
Cc1c(I)cncc1I	1
CC(C)C(C)n1ncc2[nH]c(-c3cccn3-c3nccs3)nc21 (stereo unspecified)	3
Nc1c2c(nc3sccc13)CCCC2	-1
CCc1cccc(C)c1NC(=O)COc1ccc2c(C)cc(=O)oc2c1	-2
CCOC(=O)c1ccc(NC(=O)C2CC(=O)N(c3ccc(C(C)C)cc3)C2)cc1 (stereo unspecified)	-8

Molecules above that contain two or more sulfur atoms (13):
SMILES	ROC1-CUL1 inh
CCOC(=O)c1cc2sc3ccccc3c2s1	-5
COc1cc(C(=O)NC(=S)Nc2ccc(-c3nc4ccccc4s3)cc2)cc(OC)c1OC	0
COc1ccc(-c2nc3scc(CCNS(=O)(=O)c4ccc(Oc5ccccc5)cc4)n3n2)cc1	3
O=C(Nc1ccc2c(c1)CN(S(=O)(=O)c1ccsc1)CC2)C1CCCO1 (stereo unspecified)	7
CCCCN(C)C(=O)Cn1cnc2sc(C)c(S(=O)(=O)N3CCC(C)CC3)c2c1=O	-2
CC(C)C(=O)NC(=S)Nc1sc2c(c1C#N)CCCC2	2
CCSc1ncc(Cl)c(C(=O)Nc2ccc(S(=O)(=O)Nc3nccc(C)n3)cc2)n1	-10
O=S(=O)(c1ccc(Cl)cc1)c1nc(-c2ccco2)oc1SCc1ccc(F)cc1	-13
CCN(c1ccccc1)S(=O)(=O)c1nnc(NC(=O)c2ccccc2OC)s1	4
Cn1ccnc1Sc1ccc(NS(=O)O)cn1	9
N#Cc1ccc(-c2cccs2)nc1SCc1ccc(Br)cc1	-6&0
N#CN=C(SCc1ccccc1)SCN1C(=O)CCC1=O	-1
COC(=O)c1sc2cccc(F)c2c1S(=O)(=O)N1CCN(c2ccccc2OC)CC1	1
